RGS4 inh: human RGS4 inhibition | P49798 | Transcreener GDP fluorescence polarization, RGS4-accelerated GTP hydrolysis | Potency, µM (series often up to 114 µM), inactives show at the highest dose activity change, negative = inhibition, most hits filed as inhibitors | actives 0.039% (n = 390,000) | AID 504845; note: % is set by controls: 0 for no effect and ±100 for the full control effect; nearly all actives have a fitted effect of over 75% in size; some results filed as inactive show a strong effect at the top dose
Target sequence (P49798 whole entry, looked up): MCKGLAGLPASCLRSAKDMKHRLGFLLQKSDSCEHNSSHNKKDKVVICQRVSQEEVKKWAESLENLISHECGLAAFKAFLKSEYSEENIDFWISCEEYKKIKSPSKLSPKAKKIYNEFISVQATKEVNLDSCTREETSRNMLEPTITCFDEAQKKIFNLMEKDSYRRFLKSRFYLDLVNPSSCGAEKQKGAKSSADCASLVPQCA
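MLSMR compounds (23 nl, pin-transferred) preincubated 10 min at room temperature with a 500nM (2x) first reagent, then RGS4 at 900nM (2x) plus Transcreener GDP mix added; fluorescence polarization (620/688 nm) read before and after 90 min at 30 °C.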
ERG Ets-DNA blk: ERG Ets/DNA interaction inhibition. P11308. fluorescence polarization, His-ERG Ets domain / labelled DNA. Potency, µM (series often up to 76.9 µM), for the others: at the top dose FP activity, negative = inhibition, actives largely listed as inhibitors. actives 0.028% (n = 370,000). AID 624246; active = well fitted inhibition curve with a large enough effect in the polarisation, with a control signal flat; inconclusive = small, poorly fitted or top-dose-only effect, or effect the other way, or a change in a side signal; inactive = no such curve, though single readings can be large or run the other way; the % refers to the polarisation;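 note: polarization taken with two DNA probes labelled with fluorescein and Texas red; % of control where 0% means no effect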
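His-tagged ERG Ets domain (1 uM in the protein solution; 300mM KCl, 50mM Tris-HCl, 1mM EDTA, 1mM DTT, pH 7.5) received compound, then a probe mix of 5 nM fluorescein-DNA and 100nM Texas-615-DNA. Fluorescence polarization was read for both dyes.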
PGK inhibitor: inhibitors of T. brucei phosphoglycerate kinase | P07378 | PGK/GAPDH coupled, Kinase-Glo luminescence, 60 min | Potency, µM (series often up to 57.5 µM), for the others: at the top dose activity change, negative = inhibition, most hits filed as inhibitors | actives 0.043% (n = 380,000) | AID 602233; note: % is set by controls: 0 for no effect and ±100 for the full control effect; nearly all actives have a fitted effect of over 60% in size
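Luminescent ATP detection (Kinase-Glo Plus) follows a 60-minute room-temperature incubation, with wells lacking PGK as controls. Buffer: 100 mM TEA (pH 7.6), 5 mM MgCl2, 0.01% Tween-20. Coupling enzyme GAPDH (100 nM final) supplies unstable 1,3-BPG in-well.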
TrxR1 inh: rat TrxR1 inhibition; O89049; recombinant rTrxR1, NADPH fluorescence consumption, selenite substrate; Potency, µM (highest dose often 114 µM), inactives show at the top dose activity change, negative = inhibition, hits mostly inhibitors; actives 1% (n = 390,000); AID 588453; note: % is set by controls: 0 for no effect and ±100 for the full control effect; nearly all actives have a fitted effect of over 65% in size
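Rat TrxR1 (90 nM in the dispensed reagent) was pre-reduced with 400 uM NADPH for 5 min at room temperature, then incubated with compound for 15 min. After 400 uM selenite was added, NADPH fluorescence (Ex 340/Em 450 nm) was followed for 8 min.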
HP1b binding inh: blocks HP1-beta chromodomain binding to methylated histone tails; P83916; AlphaScreen HP1-beta / biotin-H3K9me3 peptide binding; Potency, µM (titrated, usually from 114 µM), for inactives: top-dose activity change, negative = inhibition, usual class: inhibitors; actives 0.56% (n = 390,000); note: nearly all actives have a fitted effect of over 70% in size; inactives centre near 23
Target sequence (P83916 whole entry, looked up): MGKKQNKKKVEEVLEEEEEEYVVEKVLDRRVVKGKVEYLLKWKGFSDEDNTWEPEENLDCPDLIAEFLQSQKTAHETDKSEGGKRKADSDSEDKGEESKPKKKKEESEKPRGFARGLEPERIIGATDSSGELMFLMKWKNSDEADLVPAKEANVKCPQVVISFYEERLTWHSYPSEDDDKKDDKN
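Compound inhibition of the preformed complex between 50 nM HP1-beta and 50 nM biotinylated H3K9me3 peptide was read by AlphaScreen. Buffer was PBS pH 7.4 with 0.01% Tween-20. Incubations ran 30 min at room temperature, with 10 ug/mL donor/acceptor beads.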
GLS inhibitor: inhibitors of human glutaminase (GLS). O94925. GLS enzymatic activity, qHTS titration. Potency, µM (highest dose often 45.5 µM), inactives show at the highest dose activity change, negative = inhibition, usual class: inhibitors. actives 0.21% (n = 410,000). AID 624170; note: % is set by controls: 0 for no effect and ±100 for the full control effect
Target sequence (O94925 whole entry, looked up): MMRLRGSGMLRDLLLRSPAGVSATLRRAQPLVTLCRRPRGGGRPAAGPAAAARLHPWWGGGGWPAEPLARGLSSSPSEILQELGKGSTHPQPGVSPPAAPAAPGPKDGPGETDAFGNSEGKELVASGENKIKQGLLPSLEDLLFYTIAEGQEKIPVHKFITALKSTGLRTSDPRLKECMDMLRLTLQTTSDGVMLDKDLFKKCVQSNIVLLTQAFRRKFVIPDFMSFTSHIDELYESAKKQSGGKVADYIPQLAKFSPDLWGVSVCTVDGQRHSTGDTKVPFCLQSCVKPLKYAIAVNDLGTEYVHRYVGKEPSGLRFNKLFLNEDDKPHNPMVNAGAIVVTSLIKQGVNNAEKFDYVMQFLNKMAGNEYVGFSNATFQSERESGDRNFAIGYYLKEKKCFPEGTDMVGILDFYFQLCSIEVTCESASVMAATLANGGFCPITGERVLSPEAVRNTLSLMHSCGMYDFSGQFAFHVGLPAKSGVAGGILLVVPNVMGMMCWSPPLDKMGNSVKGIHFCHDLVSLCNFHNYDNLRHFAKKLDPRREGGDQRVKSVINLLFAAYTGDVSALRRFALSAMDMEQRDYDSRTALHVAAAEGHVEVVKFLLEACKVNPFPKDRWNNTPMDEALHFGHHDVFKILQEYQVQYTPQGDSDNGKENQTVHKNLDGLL
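hKGA; 45 mM KH2PO4 pH 8.2 + 0.02% Tween-20; cpd via pin tool; 1 mM Gln soln; GluOx/HRP/Amplex Red; RT 30 min; fluor. t0 & final.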
Pin1 inh: human Pin1 inhibition. Q13526. Pin1 FP peptide displacement, HiFluor488, 10 min. Potency, µM (series often up to 115 µM), for the others: at the top dose activity, negative = inhibition, usual class: inhibitors. actives 0.009% (n = 390,000). AID 504891; active = well fitted inhibition curve with a large enough effect in the polarisation, with a control signal flat, not every such curve was filed as active; inconclusive = small, poorly fitted or top-dose-only effect, or effect the other way, or a change in a side signal; inactive = no such curve, though single readings can be large or run the other way; the % refers to the polarisation; note: % is set by controls: 0 for no effect and ±100 for the full control effect
12-LOX inh: inhibitors of human 12S-lipoxygenase ALOX12; P18054; purified 12hLO, xylenol orange hydroperoxide absorbance; Potency, µM (top dose mostly 108 µM), for inactives: at the highest dose activity change, negative = inhibition, usual class: inhibitors; actives 1.1% (n = 580,000); AID 1671190; note: % is set by controls: 0 for no effect and ±100 for the full control effect
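Purified human 12hLO (150 nM final) in 25 mM Hepes, 0.01% Triton X-100, pH 7.0 was preincubated 15 min at room temperature with compound. Then 40 uM arachidonic acid was added, 30 min. Hydroperoxide was read by Fe-XO absorbance ratio 573/405 nm.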
JMJD2A Tudor inh: inhibitors of human JMJD2A Tudor domain | AlphaScreen JMJD2A-Tudor / H3K4me3 peptide binding | Potency, µM (highest dose often 114 µM), inactives show at the highest dose activity change, negative = inhibition, usual class: inhibitors | actives 4.4% (n = 390,000) | AID 504339; note: % is set by controls: 0 for no effect and ±100 for the full control effect; nearly all actives have a fitted effect of over 50% in size
The depositor's hits bear a star; i = inactive; ? = inconclusive; / = not tested or not shown; & = joins results of further samples; ! = a repeat was not active; [ ] = dose if it differs, or a comment. Unless noted, calls come from the whole dose curve; as a rule, active = well fitted curve in the direction sought with a large enough effect; inconclusive = small, poorly fitted or top-dose-only effect, or another doubt; inactive = no such curve, though single readings can be large; an effect the other way counts as inactive or inconclusive. Potency is the fitted concentration of half-maximal effect.

item	RGS4 inh	ERG Ets-DNA blk	PGK inhibitor	TrxR1 inh	HP1b binding inh	GLS inhibitor	Pin1 inh	12-LOX inh	JMJD2A Tudor inh	Compound
1	-16%	9%	-6%	15%	26%	-3%	4%	-10%	-10%	CCN1C(=O)CSc2ccc(C(=O)NCc3ccccc3OC)cc21
2	39%	-3%	-1%	14%	35%	12%	?	?	13%	Fc1ccc(CNC(=S)NCc2cccc(Cl)c2)cc1
3	-4%	0%	/	24%	9%	2%	1%	-16%	-21%	Cc1ccc(N2CCN(c3ccc([N+](=O)[O-])cn3)CC2)c(C)c1
4	30%	16%	-2%	13%	2%	-1%	3%	295%[activator]	-17%	CC1CCN(Cc2c(C(=O)N3CCc4ccccc4C3)nc3ccc(Cl)cn23)CC1
5	19%	0%	-3%	-9%	8%	7%	-7%	13%	?	Nc1nc(Nc2ccccc2)nc(N2CCOCC2)c1[N+](=O)[O-]
6	-15%[11.4 µM]	-4%	-2%	6%[57.1 µM]	39%	-8%	7%	0%	-12%[11.4 µM]	CC(C)CC(NC(=O)OC(C)(C)C)C(=O)NCc1ccccc1 (stereo unspecified)
7	-10%	3%	-2%	2%	11%	0%	-3%	6%	-10%	CC(C)(C)C1(O)CC(C(F)(F)F)=NN1C(=O)Cc1ccc([N+](=O)[O-])cc1 (stereo unspecified)
8	-11%[56.9 µM]	5%	-7%	7%	50%[activator]	12%	-4%	0%	-15%	COc1cc(C(=O)NCCOc2cc(C)ccc2C(C)C)cc(OC)c1OC
9	-10%	-13%	-5%	8%[57.1 µM]	36%	5%	-7%	15%	-7%	CCN1CCC(N2CCN(c3ccc(F)cc3)CC2)CC1
10	7%	2%	7%	11%	22%	14%	-3%	0%	-9%	Cc1cnc(C(=O)OCc2csc(CC(=O)Nc3ccccc3C)n2)cn1
11	-12%	1%	i	25%	10%	1%	0%	-2%	-14%	CC(C)(O)C1CC[C@@](C)([C@@H]2CC[C@]3(C)[C@H]2[C@H](O)CC2[C@@]4(C)CCC(O)C(C)(C)C4C(OC4OC(CO)C(O)C(O)C4O[C@@H]4OCC(O)C(O)C4O)C[C@]23C)O1 (stereo partly specified)
12	-3%	1%	14%	-4%	17%	6%	-3%	10%	3%	O=C(NCCN1CCOCC1)c1cccs1
13	1%	10%	-11%	-14%	14%	5%	-4%	?	-20%	C=CCOC(=O)C1=C[C@H](c2ccc(C(F)(F)F)cc2)C[C@H](OCCCCO)O1
14	-32%	13%	-5%	-19%	38%	13%	0%	109%[activator]	?	C=CCc1cccc(C2Nc3ccccc3C(=O)N2O)c1O (stereo unspecified)
15	22%	-2%	1%	13%	45%[activator]	2%	-3%	-12%	-5%	C=CCn1nc(-c2ccccc2)c2c(C)onc2c1=O
16	-12%	-11%	-7%	11%[57.1 µM]	6%	?	?	7%	-15%	COc1cc(/C=N/NC(=S)Nc2cccnc2)cc(OC)c1O
17	0%	5%	-5%	-5%	44%[activator]	-1%	-9%	4%	-1%	CC(=O)c1cc(C(=O)N2CCCC(CCC(=O)N(C)CCc3ccccn3)C2)cs1 (stereo unspecified)
18	0%	-9%	-7%	6%	19%	-1%	?	-16%	8%	Cc1cc(=O)n2nc(-c3ccc(C(F)(F)F)cc3)sc2n1
19	?	8%	5%	16%[57.1 µM]	59%[activator]	-20%	-9%	-3%	-5%	O=C(Nc1ccc(Cl)c([N+](=O)[O-])c1)c1ccc2c(c1)OCCO2
20	-17%[56.9 µM]	0%	-5%	-15%	25%	12%	-4%	-16%	?	COc1ccc(CNC(=O)CCn2c(=O)c3cccn3c3ccc(F)cc32)cc1
21	7%	-11%	5%	7%	8%	4%	-9%	15%	-30%	CC(C)c1ccc(NC2CCCN(C(=O)CCN3Cc4ccccc4C3=O)C2)cc1 (stereo unspecified)
22	3%	52%[activator]	-29%	?	-25%	11µM*	?	22%	?	O=C(O)c1ccccc1N/N=C/c1c(Sc2nnnn2-c2ccccc2)nc2ccccn2c1=O
23	-3%	1%	0%	16%[57.1 µM]	42%[activator]	-1%	14%	0%	-9%	O=C(N/N=C/c1ccc(OCc2ccccc2)cc1)c1ccc(O)cc1
24	19µM*!	10%	-10%	10µM*	36%	39%[activator]	1%	?	-18%	O=C(CCc1ccc(O)cc1)c1c(O)cc(O)cc1O
25	-18%	0%	i	25%[57.1 µM]	25%	1%	-1%	-20%	2%[57.1 µM]	O=C(O)C1C2CC2CN1C(=O)c1ccc(Cl)cc1Cl (stereo unspecified)

Continued; it opens with the 4 that closed the last part.
item	RGS4 inh	ERG Ets-DNA blk	PGK inhibitor	TrxR1 inh	HP1b binding inh	GLS inhibitor	Pin1 inh	12-LOX inh	JMJD2A Tudor inh	Compound
22	3%	52%[activator]	-29%	?	-25%	11µM*	?	22%	?	O=C(O)c1ccccc1N/N=C/c1c(Sc2nnnn2-c2ccccc2)nc2ccccn2c1=O
23	-3%	1%	0%	16%[57.1 µM]	42%[activator]	-1%	14%	0%	-9%	O=C(N/N=C/c1ccc(OCc2ccccc2)cc1)c1ccc(O)cc1
24	19µM*!	10%	-10%	10µM*	36%	39%[activator]	1%	?	-18%	O=C(CCc1ccc(O)cc1)c1c(O)cc(O)cc1O
25	-18%	0%	i	25%[57.1 µM]	25%	1%	-1%	-20%	2%[57.1 µM]	O=C(O)C1C2CC2CN1C(=O)c1ccc(Cl)cc1Cl (stereo unspecified)
26	19%	26%	1%	23%	-2%	3%	23%	-16%	-23%	Cc1sc2nc(COC(=O)c3ccc(O)cc3)[nH]c(=O)c2c1C
27	22%	9%	-8%	13%	15%[57 µM]	-12%	15%	-8%&-1%	-7%	Cc1ccc(NC(=O)C2CCN(S(=O)(=O)c3ccc(N4CCCC4=O)cc3)CC2)cc1Cl
28	-10%	1%	-15%	-11%	-1%	5%	8%	-16%	-31%	CC(Sc1ncnc2ccccc12)C(=O)Nc1ccc2c(c1)OCCO2 (stereo unspecified)
29	-53%	13%	8%	-8%	17%	1%	14%	?	-15%	O=C(/C=C/c1cnc2ccccc2n1)NC12CC3CC(CC(C3)C1)C2
30	-5%	9%	-3%	15%[57.1 µM]	29%[57 µM]	-10%	37%[activator]	-5%	-25%	COc1ccccc1Nc1sc(C(=O)c2ccc(F)cc2)c(N)c1S(=O)(=O)c1ccc(C)cc1
31	-25%	12%	i	21%[57.1 µM]	3%	-4%	-2%	-7%	-7%	CCn1c(CCNS(=O)(=O)c2ccccc2Br)nnc1SC
32	-17%	-1%	-3%	-17%	-11%	8%	-8%	-1%	89µM*	COCCn1c(-c2ccco2)csc1=Nc1cccnc1
33	-20%	3%	8%	7%	51%[activator]	3%	-1%	6%	-6%	CCOC(=O)c1ccc(NC(=O)Cc2noc3ccc(C)cc23)cc1
34	-16%	-14%	-2%	-22%	19%	-9%	0%	450%[activator]	-12%	O=C(NCCc1ccco1)C(=O)NCC1OCCCN1S(=O)(=O)c1cc(F)ccc1F (stereo unspecified)
35	-17%	-11%[15.4 µM]	i	4%	34%	0%	2%	0%	-5%	CC(=O)Nc1ccc(C(=O)Nc2cc(S(=O)(=O)N3CCOCC3)ccc2N2CCOCC2)cc1
36	13%	-14%	-8%	5%	32%	1%	-9%	-18%	4%	O=C(c1noc2c1CSc1ccccc1-2)N1CCN(c2ccc(Cl)cc2)CC1
37	0%	-6%	2%	5%	15%	10%	-2%	27%	-26%	CC(=O)Nc1ccc(S(=O)(=O)N2CCCC3CCCCC32)cc1 (stereo unspecified)
38	-11%	2%	-4%	-14%[57.1 µM]	41%[activator]	1%	9%	0%	-17%	O=C(CSc1nc2ccccc2[nH]1)Nc1ccccc1N1CCOCC1
39	56%[activator]	5%	-4%	18%	0%	9%	1%	/	-7%	CC(C)n1ncc(N2CCOCC2)c(Cl)c1=O
40	14%	0%	i	6%	18%	2%	-2%	-22%	0%	Cc1ccc(NS(=O)(=O)c2ccc(NC(=O)c3cccs3)cc2)c(C)c1
41	-12%	4%	-3%	4%[57.1 µM]	27%	9%	13%	?	?	O=C(NC(=S)Nc1ncccn1)c1ccc(Cl)cc1Cl
42	14%	-2%	-1%	-8%	-14%	-11%	0%	-9%	?	CCc1nn2cc(C(=O)c3ccccc3O)cnc2c1-c1ccc(F)cc1
43	0%	-2%	3%	?	41%[activator]	6%	16%	-31%	-20%	C#CCSc1nnc(CSc2nc3ccccc3s2)n1-c1ccccc1
44	17%	-1%	3%	7%	15%	0%	?	10%	-25%	CCOC(=O)N1CCC(Nc2nc3ccccc3n3nnnc23)CC1

As entered above.
Value of CCOC(=O)c1ccc(NC(=O)Cc2noc3ccc(C)cc23)cc1 under HP1b binding inh: 51%[activator]
Value of O=C(/C=C/c1cnc2ccccc2n1)NC12CC3CC(CC(C3)C1)C2 under Pin1 inh: 14%
Value of O=C(c1noc2c1CSc1ccccc1-2)N1CCN(c2ccc(Cl)cc2)CC1 under TrxR1 inh: 5%
Value of C#CCSc1nnc(CSc2nc3ccccc3s2)n1-c1ccccc1 under 12-LOX inh: -31%
Value of CCOC(=O)N1CCC(Nc2nc3ccccc3n3nnnc23)CC1 under RGS4 inh: 17%

Only part of the results is shown (hit frequency here may not be typical).
